Screening data from PubChem.
ELG1 repair inh: qHTS screen for small molecules that inhibit ELG1-dependent DNA repair in human embryonic kidney (HEK293T) cells expressing luciferase-tagged ELG1; HEK293T ELG1-luciferase reporter, luminescence, 16 h; DNA damage induced by 5-fluorouridine; Potency, µM (top dose mostly 46.1 µM), inactives show at the highest dose activity change, negative = inhibition, most hits filed as inhibitors; 330,000 compounds, 2.3% hits; AID 504467, 2011; also: potency is read from the fitted curve at half-maximal effect; % is scaled to controls: 0 for no effect and ±100 for the full control effect; nearly all actives have a fitted effect of over 55% in size
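Reporter activity after DNA damage by 5-fluorouridine is monitored. Compound-treated cells incubate 16 hr at 37 °C, then ONE-Glo is added for 30 min before luminescence reading.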
p53 reactivator: qHTS assay for re-activators of p53 using a Luc reporter; AID 504706, 2011; 320,000 compounds, 0.063% hits; Potency, µM (doses to about 92.2 µM), for inactives: top-dose activity change, positive = activation, usual class: activators; H1299 p53-A138V BP100-luciferase reporter, luminescence, 24 h; also: potency is read from the fitted curve at half-maximal effect; % of control where 0% means no effect; nearly all actives have a fitted effect of over 45% in size
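H1299 (p53-null), stable ts p53-A138V + BP100-Luc; 1000 cells/well, Opti-MEM/10% FBS; cpd 4 pt, 1:5; 24 h, 37 deg C, 5% CO2; detection reagent 10 min RT; luminescence.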
a7 integrin act: qHTS for Activators of Integrin-Mediated Alleviation for Muscular Dystrophy | alpha7betagal myoblasts, beta-gal FDG fluorescence, 48 h | Potency, µM (series often up to 38.3 µM), inactives show top-dose activation, usual class: activators | 350,000 compounds, 0.064% hits;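 also: potency is read from the fitted curve at half-maximal effect; 100% = response of the positive control SU9516; nearly all actives have a fitted effect of over 60% in size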
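Alpha7betagal+/- myoblasts (passage 13) were plated 16-24 hr, then exposed to compounds (1:260 dilution of DMSO stock) for 48 hours at 37C. After MPER lysis, β-galactosidase reporter activity was read as FDG fluorescence (ex 480/em 540) after 30 minutes.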
MLL CXXC-DNA inh: qHTS Fluorescence Polarization Assay for Inhibitors of MLL CXXC domain - DNA interaction. Potency, µM (top dose mostly 115 µM), inactives show at the top dose activity change, negative = inhibition, hits mostly inhibitors. MLL-CXXC / FITC-HOXA9 DNA fluorescence polarization. 290,000 compounds, 0.037% hits. AID 2662, 2010. Histone-lysine N-methyltransferase 2A (Homo sapiens), Q03164; active = well fitted inhibition curve with a large enough effect in the polarisation, with a control signal flat, not every such curve was filed as active; inconclusive = small, poorly fitted or top-dose-only effect, or effect the other way, or a change in a side signal; inactive = no such curve, though single readings can be large or run the other way; the % refers to the polarisation; also: potency is read from the fitted curve at half-maximal effect
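Purified MLL-CXXC (added from a 7 uM solution) was preincubated 5 min at ambient with pinned compounds in 50 mM Tris-HCl pH 7.5, 50 mM NaCl, 1 mM DTT, 0.05% BSA. Fluorescein-labeled HOX-A9 DNA (50 nM solution) followed, 30 min, then polarization read.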
TCR activator: Activators of T cell receptors: qHTS campaign | AID 504894, 2011 | primary human leukocytes, anti-CD3, IL-2 HTRF, 48 h | Potency, µM (series often up to 9.22 µM), for the others: at the highest dose activation of IL-2 secretion, actives largely listed as activators | 330,000 tested, under 10 active; also: % of control where 0% means no effect
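Using a-CD3 beads without co-stimulation, primary human leukocytes were exposed to compounds for 48 hr. An HTRF IL-2 kit measured the cytokine, with europium-to-d2 energy transfer producing emission at 665nm upon 320nm excitation.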
A-T KAP1 phos: qHTS Assay for Identifying a Potential Treatment of Ataxia-Telangiectasia; AID 485349, 2010; Potency, µM (top dose mostly 57.5 µM), for inactives: top-dose activation, most hits filed as activators; […] A-T fibroblasts, KAP-1 phosphorylation AlphaLISA; neocarzinostatin DNA damage 30 min before lysis; 320,000 compounds, 0.19% hits; also: potency is read from the fitted curve at half-maximal effect; % of control where 0% means no effect; nearly all actives have a fitted effect of over 45% in size
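hTERT-immortalized A-T patient fibroblasts ([…]), 500 cells/well in OPTI-MEM, 1% FBS, got compounds for 60 min, then NCS for 30 min at 37C. Lysates were then assayed for phospho-KAP-1 by AlphaLISA (anti-pKAP1 donor, anti-KAP1 acceptor beads), 6 hr at 25C.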
BRCA1 expr act: qHTS Assay to Identify Small Molecule Activators of BRCA1 Expression. AID 624202, 2012. Potency, µM (doses to about 46.1 µM), without a hit: top-dose activation, actives largely listed as activators. MCF7-BRCA1-FFLuc reporter, luminescence, 48 h; response scale: scaled: vehicle 0%, 10 µM genistein 100%. 380,000 compounds, 1.1% hits; also: potency is read from the fitted curve at half-maximal effect; nearly all actives have a fitted effect of over 80% in size; some results filed as inactive show a strong effect at the top dose
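Luminescence from a BRCA1-driven firefly luciferase in MCF7 cells was the read-out, taken 15 min after substrate addition following 48 h compound exposure at 37 °C. Data were normalized to a 10 microM genistein control and DMSO vehicle.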
TSG101-PTAP inh: qHTS Assay for Iinhibitors of HIV-1 Budding by Blocking the Interaction of PTAP/TSG101 | 340,000 tested, under 10 active | Fluorescence polarization, FITC-PTAP peptide / Tsg101 binding | AID 493005, 2010 | Potency, µM (titrated, usually from 115 µM), without a hit: at the highest dose activity change, negative = inhibition, most hits filed as inhibitors; active = well fitted inhibition curve with a large enough effect in the main read-out, with a control signal flat, not every such curve was filed as active; inconclusive = small, poorly fitted or top-dose-only effect, or effect the other way, or a change in a side signal; inactive = no such curve, though single readings can be large or run the other way; also: potency is read from the fitted curve at half-maximal effect; % of control where 0% means no effect
Target sequence (Q99816 whole entry, looked up): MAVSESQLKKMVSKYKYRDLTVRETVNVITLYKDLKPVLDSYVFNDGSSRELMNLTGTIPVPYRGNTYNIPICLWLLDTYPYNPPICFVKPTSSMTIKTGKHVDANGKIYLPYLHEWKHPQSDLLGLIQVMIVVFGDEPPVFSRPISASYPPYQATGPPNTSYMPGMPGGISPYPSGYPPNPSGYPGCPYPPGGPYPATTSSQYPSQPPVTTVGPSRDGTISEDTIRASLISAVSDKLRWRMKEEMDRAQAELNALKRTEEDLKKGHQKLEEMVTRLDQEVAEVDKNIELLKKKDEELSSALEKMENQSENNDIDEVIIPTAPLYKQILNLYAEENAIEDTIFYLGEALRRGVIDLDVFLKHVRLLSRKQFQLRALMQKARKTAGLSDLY
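Fluorescence polarization binding of Tsg101 binding domain (10 uM final) to FITC-labeled PTAP peptide (50 nM final) in HEPES pH 7.5 buffer with NaCl, Tween 20, EDTA, TCEP. Compounds added before peptide; binding 20 min at RT.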
B2AR arrestin: qHTS assay of beta-arrestin-biased ligands of beta2-adrenergic receptor; Potency, µM (series often up to 46.1 µM), for the others: top-dose activation, usual class: activators; 330,000 compounds, 0.02% hits; AID 492947, 2010; beta-arrestin recruitment to beta2AR, cell-based reporter;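 also: potency is read from the fitted curve at half-maximal effect; 0% = DMSO controls and full agonism = EC100 isoproterenol or metaproterenol; nearly all actives have a fitted effect of over 65% in size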
Target sequence (P07550 whole entry, looked up): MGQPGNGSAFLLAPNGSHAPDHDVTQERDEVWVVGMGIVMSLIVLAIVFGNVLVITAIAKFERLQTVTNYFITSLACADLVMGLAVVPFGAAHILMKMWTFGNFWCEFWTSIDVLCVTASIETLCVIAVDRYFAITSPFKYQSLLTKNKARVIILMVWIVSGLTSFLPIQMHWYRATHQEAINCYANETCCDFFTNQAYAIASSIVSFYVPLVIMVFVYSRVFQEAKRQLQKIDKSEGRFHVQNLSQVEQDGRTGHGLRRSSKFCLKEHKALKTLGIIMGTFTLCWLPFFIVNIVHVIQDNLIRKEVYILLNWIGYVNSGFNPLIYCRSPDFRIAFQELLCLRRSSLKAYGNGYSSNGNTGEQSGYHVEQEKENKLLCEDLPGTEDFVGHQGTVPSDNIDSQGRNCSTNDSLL
TRPV1 agonist: HTS Assay for Compounds that Act as Agonists of the Vanilloid Receptor 1. TRPV1-expressing cells, Fluo-8 calcium influx, agonist mode. 320,000 compounds, 0.19% hits. Transient receptor potential cation channel subfamily V member 1 (Homo sapiens), Q8NER1. AID 540275, 2011. activation, % at 8.33 µM; in the data active = activation above about 80%; inconclusive = between about 30% and that limit; also: 0% is about no effect
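Cells expressing TRPV1 were dye-loaded with Fluo-8 and read kinetically: 10 s baseline, 3 min after compound (agonist portion), then 2 min after EC20 capsaicin (allosteric enhancer portion). Calcium-bound dye fluorescence at 480/520 nm.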
An asterisk follows results filed as active; ? = inconclusive; . = no result given; [ ] = dose if it differs, or a comment. Unless noted, calls follow the shape of the dose curve; as a rule, active = well fitted curve in the direction sought with a large enough effect; inconclusive = small, poorly fitted or top-dose-only effect, or another doubt; inactive = no such curve, though single readings can be large; an effect the other way counts as inactive or inconclusive. Not a hit list; 3.8% or so of the library scored in one or more.

SMILES	ELG1 repair inh	p53 reactivator	a7 integrin act	MLL CXXC-DNA inh	TCR activator	A-T KAP1 phos	BRCA1 expr act	TSG101-PTAP inh	B2AR arrestin	TRPV1 agonist
CC1=NN(c2ccc(Cl)c(C(=O)O)c2)C(=O)/C1=C\c1ccc(-c2ccc(C(=O)O)cc2)o1	?	4%	5%	?	5%	2%	39%	-4%	0.0%	1
NC(=O)c1ccc(Cc2ncc(C(F)(F)F)cc2Cl)s1	5%	1%	13%	-3%	1%	3%	0%	-2%	-0.1%	-2
Nc1ccc(S(=O)(=O)N2CCC(Cc3ccccc3)CC2)cc1	-15%	-7%	2%	0%	0%	21%	-25%	-1%	-0.5%	18
Cn1nnnc1SCC1=C(C(=O)O)N2C(=O)C(NC(=O)C3CC3c3ccccc3)C2SC1 (centres undefined)	-12%	1%	-5%	15%	10%	-2%	-5%	0%	-0.1%	5
O=C(COC(=O)c1c(Cl)cccc1Cl)Nc1cc(Cl)ccc1Oc1ccccc1	?	3%	5%	31%[activator]	0%[46.1 µM]	12%	-10%	-3%	0.1%	14
COc1ccc(CNS(=O)(=O)c2c(C)[nH]c(C)c2C(=O)N2CCCCC2)cc1	?	21%	-1%	-4%	3%	4%	6%	3%	0.1%	-2
Cc1ccc(NC(=O)c2cccs2)cc1NC(=O)c1ccco1	-6%	26%	4%	-3%	-5%	4%	-29%	-6%	-0.1%	7
CCOC(=O)c1ccc2c(c1)nc(SC/C(O)=C(\C#N)c1nc3ccccc3[nH]1)n2CC	?	-2%	8%	4%	-3%	-7%	-8%	0%	-0.2%	1
COc1ccc(NC(=O)CSc2ncnc3c2sc2ccccc23)c(OC)c1	18%	5%	-5%	20%	0%[46.1 µM]	5%	-1%	-1%	-0.2%	-3
COC(=O)C(C(=O)OC)C(C(C)C)C(C(=O)OC)C(=O)OC	3%	4%	-25%	1%	0%[46.1 µM]	6%	-16%	-1%	-0.2%	5
O=C(CCC(=O)N(CC(=O)NC1CCCC1)Cc1ccccc1Cl)Nc1nccs1	-8%	-4%	15%	2%	-1%	3%	-23%	3%	0.7%	?
COCCNC(=O)C(=O)NCC1OCCCN1S(=O)(=O)c1cccs1 (centres undefined)	?	2%	-8%	-7%	-1%[46.1 µM]	0%	5%	-4%	-0.4%	-1
Cc1cc(/C=C(/C#N)C(=O)O)c(C)n1-c1cccc2ccccc12	?	-2%	?	-21%	6%	0%	9%	-6%	0.1%	-3
CCCCn1nnc(NC(=O)c2sc3cc(Cl)ccc3c2Cl)n1	4%	0%	18%	-7%	-4%	7%	-2%	-6%	-0.3%	18
Cc1nn(C)c(C)c1CS(=O)(=O)c1ccccc1	6%	-3%	-7%	7%	5%	5%	12%	0%	-0.4%	-4
O=C(Nc1nc2ccccc2[nH]1)c1ccccc1OC(F)F	?	7%	-14%	-8%	-1%	-6%	-14%	-2%	-0.3%	-2
Cn1c(Oc2ccccc2NCc2cccc(Br)c2)cc(=O)n(C)c1=O	-8%	-7%	-18%	8%	5%	-2%	-29%	-3%	0.3%	4
COc1cc(C(=O)NCCc2ccc(F)cc2)c([N+](=O)[O-])cc1OC	3%	2%	-5%	5%	5%[46.1 µM]	0%	12%	0%	0.0%	5
CC(=O)c1cccc(OCc2cc(C(=O)N(C)CCc3cnn(C)c3)no2)c1	-3%	5%	35%	0%	1%	9%	46%	-4%	-1.0%	-1
CC(=O)c1ccc(N2C(=NC(=O)C3CCCCC3)SC3CS(=O)(=O)CC32)cc1 (centres undefined)	-2%	-4%	-32%	3%	7%	3%	0%	-1%	-0.6%	2

The list goes on, starting with the last 2 of the part before.
SMILES	ELG1 repair inh	p53 reactivator	a7 integrin act	MLL CXXC-DNA inh	TCR activator	A-T KAP1 phos	BRCA1 expr act	TSG101-PTAP inh	B2AR arrestin	TRPV1 agonist
CC(=O)c1cccc(OCc2cc(C(=O)N(C)CCc3cnn(C)c3)no2)c1	-3%	5%	35%	0%	1%	9%	46%	-4%	-1.0%	-1
CC(=O)c1ccc(N2C(=NC(=O)C3CCCCC3)SC3CS(=O)(=O)CC32)cc1 (centres undefined)	-2%	-4%	-32%	3%	7%	3%	0%	-1%	-0.6%	2
CSc1nnc(-c2ccc(S(=O)(=O)N3CCCCC3)cc2)o1	-1%	0%	-16%	-5%	5%	-1%	1%	-2%	0.1%	9
COc1cccc(NC(=O)CN(C)C(=O)c2cccc(S(=O)(=O)N3c4ccccc4CC3C)c2)c1 (centres undefined)	-12%	-6%	-2%	.	-5%	-3%	-59%	-4%	-0.8%	-2
O=[N+]([O-])c1ccc(NCc2ccccc2)nc1	?	24%	-6%	15%	-11%[46.1 µM]	-4%	?	0%	0.0%	-1
COc1ccc(OC)c(NC(=O)C2CC(=O)N(c3ccccc3)C2)c1 (centres undefined)	-4%	-3%	16%	4%	-4%	6%	-5%	-10%	-0.8%	-4
CC(c1ccccc1)n1c(S(=O)(=O)O)nc2ccccc21 (centres undefined)	?	-2%	0%	-2%	-1%	8%	-10%	-6%	-0.7%	-3
C=C(CO)C1Cc2cc(C(C)=O)ccc2O1 (centres undefined)	0%	2%	-2%	-2%	12%	-5%	-1%	-7%	-0.1%	-5
COc1ccc(S(=O)(=O)N2CCOCC2)cc1NC(=O)CN(C)CC(=O)Nc1cccc(F)c1	?	-6%	0%	.	-15%	8%	0%	-8%	-0.2%	.
O=C(CCC(=O)OCC(F)(F)C(F)F)Nc1ccc(F)cc1F	-9%	6%	22%	0%	-1%[46.1 µM]	-4%	-6%	1%	-0.6%	1
CC(C)(C)OC(=O)N1CCC(c2c(C(=O)O)cnn2-c2ccccc2)CC1	16%	2%	19%	4%	2%	6%	-18%	-5%	-2.0%	1
COc1cc2c(cc1OC)CN(C(=O)CN1C(=O)NC3(CCC(C)CC3)C1=O)CC2 (centres undefined)	-1%	6%	-3%	.	0%	-6%	-25%	-8%	-1.3%	-1
Cc1cccc(-n2ncc3c2CCCC3NC(=O)CCCN2CCCCC2=O)c1C (centres undefined)	?	-1%	-3%	14%	1%	1%	-26%	-1%	0.4%	-2
COc1ccc(CNC(=O)[C@@H](C)NC(=O)[C@@H]2Cc3ccccc3CN2)cc1	.	4%	4%	5%	-16%	11%	2%	1%	-0.4%	-2
COc1cc2c(C(=O)N3CCN(c4cccc(Cl)c4)CC3)cn(CC(C)C)c(=O)c2cc1OC	?	-3%	16%	31%[activator]	-4%	.	-28%	-10%	0.2%	20
COC(=O)C1CCN(c2cc(=O)n(Cc3ccc(F)cc3)c(=O)[nH]2)CC1	0%	-6%	14%	-2%	-3%[46.1 µM]	-4%	-2%	-2%	-0.6%	0
CCC1(C)CC(=O)N(c2ccc(F)c(Cl)c2)C(=O)C1	-4%	-4%	0%	23%	3%	5%	-10%	0%	-0.8%	-3
CCOc1ccc(Cl)cc1S(=O)(=O)N1CCC(C(=O)NCc2ccco2)CC1	-2%	-1%	10%	1%	-2%	2%	1%	-3%	-0.1%	10
O=C(CSC1=NS(=O)(=O)c2cc(Cl)ccc2N1)c1ccc(Cl)cc1	4%	-1%	-18%	.	-2%	-3%	-7%	-2%	-0.3%	1
CCCCNC(=O)COC(=O)c1ccc(Cl)c(S(N)(=O)=O)c1	37%	5%	11%	4%	5%	10%	-4%	-4%	5.1%	3
CCCN1CCN(CCCNC(=O)c2ccc(NC(=O)C3=C(C)OCCS3)cc2)CC1	-5%	5%	3%	3%	-1%	-2%	-12%	-3%	0.5%	1
CCOc1ccc(S(=O)(=O)N2CCOCC2)cc1NC(=O)c1ccccc1F	0%	2%	4%	-12%	1%	0%	-13%	-1%	-0.1%	?
COc1cc(/C=C2/C(=O)N(C)C(=S)N2C)ccc1OCc1cccc(F)c1	0%	12%	-7%	41%[activator]	-1%	-3%	-14%	-2%	0.1%	1
Cc1nc(C)c(C(=O)N2CCCC(C(=O)c3ccc4ccccc4c3)C2)s1 (centres undefined)	-27%	-9%	-21%	0%	-2%	19%	-1%	-5%	2.9%	8
CCc1ccc(NC(=O)Cc2ccc(NC3=NC4CS(=O)(=O)CC4S3)cc2)cc1 (centres undefined)	7%	20%	-25%	.	3%	-2%	62%	-1%	-0.2%	-2
